PPARg SRC-2 ag = agonists of PPARg-SRC-2 recruitment, primary screen, biochemical, HTS. PPARgamma LBD-SRC-2 recruitment. AID 1032, 2008. Peroxisome proliferator-activated receptor gamma (Homo sapiens), P37231. activation, % at 8 µM. hit rate 0.34% among 200,000; in the data active = activation above about 22%;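 also: 0% = vehicle and 100% = reference agonist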
STAT3 act = IL-6 driven STAT3 reporter potentiators, primary screen, U3A cells, luciferase, luminescence, MLSCN library; AID 871, 2007; IL-6 STAT3-luciferase reporter; 100% = signal with IL-6 EC80 alone; hit rate 0.91% among 190,000; activation (% of control), % at 5.6 µM;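 active = activation above the screen-wide mean of compound activation plus 3 SD, cut at about 130% in these data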;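 also: 0% = background luminescence of wells with medium and substrate only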
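Test system: STAT3-luciferase reporter U3A cells; Detection: reporter luminescence signal; Times: 1 h compound pre-exposure, 6 h IL-6 stimulation, 37 °C; Benchmarks: IL-6-only high control; Also added: IL-6 stimulus at 33 ng/mL final.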
STAT3 blocker = IL-6 driven STAT3 reporter inhibitors, primary screen, U3A cells, luciferase, luminescence, MLSCN library | IL-6 STAT3-luciferase reporter; host cell line lacks STAT1 | inhibition, % at 5.5 µM | hit rate 0.89% among 190,000;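 active = inhibition above the mean inhibition across all screened compounds plus 3 SD, cut at about 44% in these data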;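 also: 0% = DMSO only wells and 100% = 100 µM nifuroxazide control wells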
TNAP act hi DEA = TNAP activators at high phosphate acceptor level, primary screen, biochemical, luminescence, uHTS | activation factor at 20 µM | purified TNAP, CDP-star luminescence, 1 M DEA, 30 min; active compounds read high; 0 = EDTA background, 1 = DMSO-only activity | 200,000 tested, under 10 active;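 active = activation factor at least 2 at 20 µM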
Target sequence (P05186 whole entry, looked up): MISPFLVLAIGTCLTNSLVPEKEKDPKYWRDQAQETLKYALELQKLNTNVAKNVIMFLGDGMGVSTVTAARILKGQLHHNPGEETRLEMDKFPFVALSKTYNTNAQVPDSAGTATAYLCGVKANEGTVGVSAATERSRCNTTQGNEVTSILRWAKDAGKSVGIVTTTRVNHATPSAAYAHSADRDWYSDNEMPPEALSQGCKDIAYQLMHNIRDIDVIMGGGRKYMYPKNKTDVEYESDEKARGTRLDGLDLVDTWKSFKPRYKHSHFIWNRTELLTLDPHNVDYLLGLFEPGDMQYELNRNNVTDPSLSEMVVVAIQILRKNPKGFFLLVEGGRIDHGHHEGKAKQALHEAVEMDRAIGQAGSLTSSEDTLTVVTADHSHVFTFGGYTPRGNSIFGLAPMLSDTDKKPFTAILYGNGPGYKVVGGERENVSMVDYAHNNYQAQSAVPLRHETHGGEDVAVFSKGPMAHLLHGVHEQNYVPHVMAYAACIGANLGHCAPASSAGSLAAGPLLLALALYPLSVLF
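system = human TNAP | amount = enzyme diluted 1/800 final | reagent = 100 µM CDP-star substrate | signal = luminescent substrate turnover signal | dosing = one dose, 20 µM | benchmarks = EDTA negative control, DMSO positive control | measure = activation factor | timing = 30 min reaction, room temperature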
PPARg SRC-1 ag = PPARgamma agonists recruiting SRC-1 coactivator, primary screen, biochemical; Peroxisome proliferator-activated receptor gamma (Homo sapiens), P37231; PPARgamma-SRC-1 coactivator recruitment biochemical assay; activation, % at 8 µM; hit rate 0.41% among 200,000; AID 631, 2007; in the data active = activation above about 19%;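 also: 0% = DMSO and 100% = reference agonist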
bIAP inh = bovine intestinal alkaline phosphatase inhibitors, primary screen, selectivity assay for TNAP inhibitor project, biochemical, bovine IAP, CDP-star luminescence. alkaline phosphatase, intestinal [Bos taurus]. AID 1019, 2008. inhibition, % at 20 µM. purified bovine IAP, 30 min. 190,000 tested, under 10 active;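 active = over 50% inhibition of intestinal alkaline phosphatase at 20 µM in the single-dose screen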
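System: purified bovine intestinal alkaline phosphatase (IAP) enzyme; Input: IAP diluted 1/65,000,000 in the well; Measured by: CDP-star luminescence signal; Compound dosing: 20 µM single dose; Incubation: 30 min reaction at room temperature.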
bIAP act = bovine intestinal alkaline phosphatase activators, primary screen, biochemical, bovine IAP, CDP-star luminescence. alkaline phosphatase, intestinal [Bos taurus]. purified bovine IAP, 30 min; active compounds read high; fold of DMSO-control signal, blank-subtracted. activation factor at 20 µM. hit rate 0.17% among 200,000. AID 1016, 2008;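 active = activation factor of 2 or more at 20 µM, a signal rise over negative controls twice the positive control's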
PPARg SRC3 recr = PPARgamma agonists recruiting SRC-3 coactivator, primary screen, biochemical. biochemical PPARgamma/SRC-3 coactivator recruitment assay. activation, % at 8 µM. hit rate 0.26% among 200,000. AID 731, 2007; in the data active = activation above about 23%;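 also: 0% = DMSO and 100% = reference agonist; some compounds past the cut are filed as inactive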
ROMK mod = ROMK potassium channel modulators, primary screen, cell-based, thallium flux, MLSMR library; ATP-sensitive inward rectifier potassium channel 1 (Homo sapiens), P48048; Tet-inducible ROMK, thallium flux fluorescence; actives lie on both sides; B-score at 10 µM; hit rate 2% among 130,000;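 active = signal ratio slope over the read window, or its plate-corrected B-score, at least 3 SD from the plate mean, either direction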;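 also: B-score of the F/F0 ratio slope over 7 to 12 s after thallium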
Target sequence (P48048 whole entry, looked up): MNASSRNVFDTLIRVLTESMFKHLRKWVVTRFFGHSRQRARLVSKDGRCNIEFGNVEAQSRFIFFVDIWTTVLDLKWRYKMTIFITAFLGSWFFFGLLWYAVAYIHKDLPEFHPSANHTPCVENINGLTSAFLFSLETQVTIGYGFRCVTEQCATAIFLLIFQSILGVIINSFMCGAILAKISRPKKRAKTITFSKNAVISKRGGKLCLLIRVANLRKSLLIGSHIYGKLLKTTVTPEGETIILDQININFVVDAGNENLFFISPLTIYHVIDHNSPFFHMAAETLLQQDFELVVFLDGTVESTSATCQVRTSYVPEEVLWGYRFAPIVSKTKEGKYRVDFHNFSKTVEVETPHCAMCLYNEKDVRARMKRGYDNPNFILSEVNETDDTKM
STAT1 blocker = STAT1 signaling inhibitors, primary screen, cell-based, HTS, luciferase reporter; AID 920, 2007; hit rate 0.35% among 200,000; NIH 3T3 STAT1-luciferase reporter, IFN-gamma, luminescence; inhibition, % at 5.5 µM;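 active = inhibition above a set limit, the mean inhibition across all tested compounds plus 3 SD, cut at about 34% in these data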;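 also: 0% = IFN-gamma with DMSO and 100% = IFN-gamma with 300 µM nifuroxazide; values of inactives mirror those of a sister screen read the other way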
TR-FRET SRC-2 ct = TR-FRET signal artefacts, primary screen, artefact control for PPARgamma SRC-2 agonist project, biochemical. TR-FRET artefact counter-screen; active compounds read high. TR-FRET ratio at 8 µM. hit rate 0.4% among 200,000. AID 1049, 2008; in the data active = TR-FRET ratio above about 2000; also: inactives centre near 1500
Starred values were filed as active, the others as inactive; x = no result given. Random draw from the library; overall some 3.7% were active at least once.

No.	SMILES	PPARg SRC-2 ag	STAT3 act	STAT3 blocker	TNAP act hi DEA	PPARg SRC-1 ag	bIAP inh	bIAP act	PPARg SRC3 recr	ROMK mod	STAT1 blocker	TR-FRET SRC-2 ct
1	O=C(NNc1ccc(C2CCCCC2)cc1)C(O)(c1ccccc1)c1cccs1 (stereo unspecified)	3	101	11	1	-1	10	0.9	13	x	-7	1592
2	O=C(CN1CCN(S(=O)(=O)/C=C/c2ccccc2)CC1)NC(=O)NCc1ccco1	3	105	-1	1.1	8	-2	1	2	0.014	-2	1860
3	CC(=O)Nc1cc(-c2ccccc2)ccc1O	-2	96	7	1.1	7	3	1	11	-0.036	-3	1502
4	CC(=O)c1sc(N/N=C/c2ccc(C(C)C)cc2)nc1C	4	108	-4	0.9	-2	12	0.9	3	-0.45	-62	1571
5	O=C1CCCc2c1cc(C(=O)NC1CCSC1=O)c(=O)n2-c1ccccc1 (stereo unspecified)	1	102	-4	1	0	5	0.9	-1	0.32	-8	1500
6	C=CCn1c(SCC(=O)c2ccccc2)nnc1-c1ccc2c(c1)OCO2	12	100	2	1	4	13	0.9	-1	-0.37	6	1497
7	CCC1CCCCN1S(=O)(=O)Cc1ccccc1Cl (stereo unspecified)	-4	104	4	1	4	-12	1.1	1	-1.1	-3	1599
8	Nc1ccc(Br)cc1-c1nc2ccccc2[nH]c1=O	6	108	-6	1	-1	6	0.9	5	0.012	22	1526
9	COc1cc2nc(CN(C)Cc3ccc(OC)c(OC)c3OC)[nH]c(=O)c2cc1OC	-9	107	-3	1	-4	-18	1.2	-3	-0.41	-5	1396
10	O=C(/C=C/c1ccc([N+](=O)[O-])cc1)c1cccnc1	-1	91	10	1	10	17	0.8	9	x	-2	1788
11	CN(C/C(O)=C(\C#N)c1ccccc1)C1CCCCC1	4	107	-2	1.1	3	10	0.9	21	0.6	-6	1765
12	CC1=C(C(=O)OCc2ccccc2)C(c2ccc([N+](=O)[O-])cc2)NC(=O)N1CCCCCC(=O)O (stereo unspecified)	9	101	-5	1	4	10	0.9	3	-0.065	1	1510
13	CCCCCn1c(SCc2ccncc2)nc2cc(C(=O)NCc3ccco3)ccc2c1=O	5	95	9	1	6	11	0.9	-5	-0.49	-6	1566
14	C/C(N)=C(/C#N)C(=O)CSc1nc2ccccc2c(=O)n1-c1ccc(C)cc1	4	99	3	1	4	2	1	-1	0.053	11	1622
15	COc1ccc2cc3cc(C(=O)NCc4ccco4)oc3nc2c1	4	77	31	1.1	6	4	1	12	-0.49	-10	1558
16	O=C1NC(=O)C2(COC(c3ccccc3Cl)OC2)S1 (stereo unspecified)	4	97	7	1	6	x	0.5	-2	0	5	1181
17	CN1CCN(C(=O)C2=C[C@@H](C3CCCCC3)C[C@@H](OCCCCO)O2)CC1	6	x	x	1	-4	-10	1.1	-4	x	-4	1638
18	Cc1ncsc1C(=O)N1N=C2/C(=C/c3ccccc3)CCCC2C1c1ccccc1 (stereo unspecified)	-1	124	-24	1.1	-4	4	1	-5	x	6	1490
19	O=C(NCc1n[nH]c(=S)n1-c1ccccc1)c1ccco1	-2	101	5	1	1	-16	1.2	1	x	1	1491
20	Cc1cc(=O)oc(C)c1C(=O)Nc1cnc2ccccc2c1	0	107	-4	1	1	0	1	8	x	5	1321
21	C=CCOc1ccc(C(=O)NC2CCCCC2)cc1	12	106	-6	1.1	-2	15	0.8	2	-0.67	-33	1504
22	CC(=O)Nc1cccc(OCc2cnc(Cl)s2)c1	3	110	-8	1	-4	11	0.9	0	-0.42	-20	1560
23	COc1ccc(F)cc1C(=O)C1CCCN(Cc2ccc3c(c2)OCCO3)C1 (stereo unspecified)	6	97	8	1	2	-12	1.1	8	-0.88	11	1576
24	CCOC(=O)Cn1c2ccccc2c2nc(C)sc21	2	101	10	1	-4	-9	1.1	-1	-1.7	0	1679
25	CCOc1ccccc1CN1CCN(Cc2csc(C(C)=O)c2)CC1CCO (stereo unspecified)	-9	101	4	1	9	-18	1.2	0	-0.32	3	1497
26	Cc1cc(C)n2nc(SC(C)C(=O)NCc3ccco3)nc2n1 (stereo unspecified)	11	101	8	1.1	9	-1	1	7	1.5	5	1495
27	COc1ccc(-c2c(C)sc(NC(=O)c3ccnn3C)c2C#N)cc1	7	90	11	1.1	2	0	1	5	0.53	3	1519
28	COC(=O)c1sc(-c2ccccc2)cc1NC(=O)c1ccc(F)cc1	2	100	-5	1	2	10	0.9	-7	x	-1	1759
29	COCCn1c(=S)[nH]c2ccc(N(C)C)cc2c1=O	17	109	-7	1	16	-8	1.1	23	-1.1	-3	1748
30	CCOC(=O)c1c(C)c(C(=O)NC2CCCCC2)c(C)n1CC	-2	99	4	1	0	1	1	-8	0.39	0	1406
31	Cc1nc2ccc(S(=O)(=O)NCC(=O)N3CCc4ccccc43)cc2s1	4	129	-33	1	-5	10	0.9	2	0.81	-14	1427
32	O=C(Nc1cccc(Cl)c1Cl)C1CC(=O)N(c2ccc(Br)cc2)C1 (stereo unspecified)	7	88	18	1.1	5	8	0.9	11	-0.55	7	1603
33	O=C(CNS(=O)(=O)c1ccccc1)N1CCN(c2ccccc2)CC1	6	103	-1	1.1	-7	10	0.9	-8	x	5	1486
34	NNC(=O)c1nc[nH]c1C(=O)Nc1ccccc1[N+](=O)[O-]	-7	93	12	1	-4	-30	1.3	-2	x	-6	1524
35	COC(=O)c1sc(NC(=O)COc2ccccc2C)nc1C	18	86	22	1	9	-9	1.1	5	-0.45	-18	1674
36	N#Cc1c2n(c(=O)[nH]c1=O)CCCCC2	9	124	-24	1	5	6	0.9	-1	x	-9	1440
37	O=S(=O)(c1cccc(C(F)(F)F)c1)N1CCN(c2nnnn2-c2ccccc2)CC1	5	102	0	1	4	8	0.9	-7	0.92	4	1567
38	O=[N+]([O-])c1cccnc1N1CCC(c2cc(-c3ccc(Cl)cc3Cl)n[nH]2)CC1	8	92	14	1	9	23	0.8	0	-0.35	4	1732
39	O=c1c(-c2ccccc2)c(O)nc(SCCN2CCOCC2)n1-c1ccccc1	5	96	6	1	8	-10	1.1	5	0.14	-2	1615
40	Cn1c(=NC(=O)c2ccco2)sc2ccccc21	-2	117	-10	1.1	6	8	0.9	4	-0.031	-19	1793

Molecules listed so far containing bromine:
No.	SMILES	PPARg SRC-2 ag	STAT3 act	STAT3 blocker	TNAP act hi DEA	PPARg SRC-1 ag	bIAP inh	bIAP act	PPARg SRC3 recr	ROMK mod	STAT1 blocker	TR-FRET SRC-2 ct
8	Nc1ccc(Br)cc1-c1nc2ccccc2[nH]c1=O	6	108	-6	1	-1	6	0.9	5	0.012	22	1526
32	O=C(Nc1cccc(Cl)c1Cl)C1CC(=O)N(c2ccc(Br)cc2)C1 (stereo unspecified)	7	88	18	1.1	5	8	0.9	11	-0.55	7	1603

(cont.)
No.	SMILES	PPARg SRC-2 ag	STAT3 act	STAT3 blocker	TNAP act hi DEA	PPARg SRC-1 ag	bIAP inh	bIAP act	PPARg SRC3 recr	ROMK mod	STAT1 blocker	TR-FRET SRC-2 ct
41	COc1cccc2cc(C(=O)CC3(O)C(=O)N(Cc4ccccc4)c4ccccc43)c(=O)oc12 (stereo unspecified)	-2	98	3	1	-6	3	1	1	x	-3	1247
42	CCOC(=O)c1nn(-c2cccc(OC)c2)c(-c2ccccc2)c1C(=O)c1ccccc1	-9	104	-4	1	-2	2	1	2	x	-3	1619
43	O=C(/C=C/Sc1ccccc1)c1ccccc1	4	92	7	1	-2	17	0.8	7	-1.9	-13	1289
44	O=S(=O)(c1ccc2nc(COc3ccc(Cl)cc3Cl)[nH]c2c1)N1CCOCC1	3	102	3	1	-4	-9	1.1	-1	x	0	1498
45	Cc1ccccc1-c1nc(CN2CCC(C(=O)O)CC2)c(C)o1	8	99	6	1	8	7	0.9	4	x	0	1427
46	CC(C)C(c1nnnn1Cc1ccccc1)N1CCN(Cc2ccco2)CC1 (stereo unspecified)	7	104	6	1	5	-3	1	-4	x	2	1520
47	CC(C)=C1C2C=CC1C(C(=O)Nc1cccc(C)c1)C2C(=O)O (stereo unspecified)	7	160*	-65	1.1	8	0	1	1	x	4	1268
48	O=C(C(=O)N1CCN(c2cccc(Cl)c2)CC1)c1c[nH]c2ccccc12	7	128	-33	1	0	13	0.9	-2	-0.51	-5	1552
49	CCN(C(=O)CSc1ncnc2sc(C)c(C)c12)C1CCS(=O)(=O)C1 (stereo unspecified)	6	90	14	1	0	-12	1.1	-3	-0.75	10	1623

Screens: PubChem, several laboratories
